# Rv3671c protease = Rv3671c serine protease inhibitors, primary screen, biochemical, fluorescence polarization, M. tuberculosis H37Rv; inhibition, % at 5.96 µM; hit rate 0.048% among 320,000; in the data active = inhibition above about 38%;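 also: extracellular domain of Rv3671c used as enzyme; 0% = enzyme with DMSO and 100% = no enzyme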
# Mtb UGM inh = M. tuberculosis UGM enzyme inhibitors, primary screen, biochemical, fluorescence polarization, single point | inhibition, % at 10 µM | hit rate 0.06% among 320,000 | AID 504406, 2011 | purified UGM, fluorescence polarization probe displacement | UDP-galactopyranose mutase (Mycobacterium tuberculosis (strain ATCC 25618 / H37Rv)), …; in the data active = inhibition above about 10%, passing the limit was not always enough; inconclusive = no clear call, values can overlap the other calls
# Target sequence (P9WIQ1 whole entry, looked up): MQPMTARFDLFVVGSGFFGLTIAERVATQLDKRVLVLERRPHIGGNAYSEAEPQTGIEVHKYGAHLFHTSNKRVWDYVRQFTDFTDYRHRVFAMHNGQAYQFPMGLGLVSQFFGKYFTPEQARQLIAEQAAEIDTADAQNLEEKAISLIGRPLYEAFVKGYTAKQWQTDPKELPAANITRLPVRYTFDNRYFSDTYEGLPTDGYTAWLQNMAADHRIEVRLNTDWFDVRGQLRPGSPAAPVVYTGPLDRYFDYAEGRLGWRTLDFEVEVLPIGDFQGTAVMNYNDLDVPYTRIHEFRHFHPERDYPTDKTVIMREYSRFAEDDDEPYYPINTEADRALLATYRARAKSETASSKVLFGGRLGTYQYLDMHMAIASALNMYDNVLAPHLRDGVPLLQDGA
# DUSP3 inh = VHR1 phosphatase inhibitors, primary screen, biochemical, absorbance, uHTS | Dual specificity protein phosphatase 3 (Homo sapiens), P51452 | recombinant VHR phosphatase, pNPP absorbance | inhibition, % at 13.3 µM | hit rate 0.52% among 290,000 | AID 1654, 2009; in the data active = inhibition above about 50%; also: some compounds called inactive have numbers as strong as hits
# Target sequence (P51452 whole entry, looked up): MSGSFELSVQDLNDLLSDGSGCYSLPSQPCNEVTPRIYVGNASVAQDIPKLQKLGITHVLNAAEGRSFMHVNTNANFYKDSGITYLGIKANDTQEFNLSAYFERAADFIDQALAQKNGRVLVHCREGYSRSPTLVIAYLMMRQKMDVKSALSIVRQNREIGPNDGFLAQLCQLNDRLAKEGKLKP
# BoNT-F LC inh = BoNT/F light chain protease inhibitors, primary screen, biochemical, flow cytometry, MLPCN library; Multiplex microsphere protease cleavage assay; Botulinum neurotoxin type F light chain protease (Clostridium botulinum); hit rate 0.22% among 360,000; inhibition, % at 10 µM; in the data active = inhibition above about 35%, passing the limit was not always enough; inconclusive = no clear call, values can overlap the other calls; also: plate controls were buffer without enzyme for full effect and enzyme alone for no effect
# FadD28 FP inh = inhibitors of FadD28 bisubstrate probe binding, primary screen, biochemical, fluorescence polarization, single point; inhibition, % at 12.5 µM; hit rate 0.22% among 360,000; Mycobacterium tuberculosis FadD28 fatty-acid-AMP ligase; in the data active = inhibition above about 8.5%, passing the limit was not always enough; inconclusive = no clear call, values can overlap the other calls
# Mtb FBA inh = Mtb FBA enzyme inhibitors, primary screen, biochemical, fluorescence, strain H37Rv. Fructose-bisphosphate aldolase (Mycobacterium tuberculosis (strain ATCC 25618 / H37Rv)), …. inhibition, % at 1 µM. purified M. tuberculosis FBA, fluorescence read-out. hit rate 2.3% among 360,000; in the data active = inhibition above about 27%;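 also: 0% = vehicle and 100% = reference inhibitor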
# Target sequence (P9WQA3 whole entry, looked up): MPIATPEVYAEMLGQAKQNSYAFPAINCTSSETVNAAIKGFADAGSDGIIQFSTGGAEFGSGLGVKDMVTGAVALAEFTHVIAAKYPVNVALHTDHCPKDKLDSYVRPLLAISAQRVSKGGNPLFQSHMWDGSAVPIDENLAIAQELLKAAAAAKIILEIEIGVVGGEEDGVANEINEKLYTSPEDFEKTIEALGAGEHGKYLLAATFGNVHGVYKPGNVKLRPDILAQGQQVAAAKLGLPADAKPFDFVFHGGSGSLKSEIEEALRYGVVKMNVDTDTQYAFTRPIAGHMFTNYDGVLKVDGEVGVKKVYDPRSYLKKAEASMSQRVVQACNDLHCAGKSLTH
# MazF activator = activators of E. coli MazEF toxin-antitoxin RNase, primary screen, biochemical, fluorescence, uHTS. FAM/BHQ RNA-DNA oligo cleavage fluorescence, 5 h. hit rate 0.32% among 350,000. Endoribonuclease toxin MazF (Escherichia coli (strain K12)), P0AE70. activation, % at 20 µM; in the data active = activation above about 50%
# Target sequence (P0AE70 whole entry, looked up): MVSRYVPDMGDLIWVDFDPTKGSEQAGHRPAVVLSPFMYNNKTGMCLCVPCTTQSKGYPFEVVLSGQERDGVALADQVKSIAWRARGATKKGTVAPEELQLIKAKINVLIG
# CCHF vOTU inh = CCHFV vOTU protease inhibitors, primary screen, biochemical, Pep-AMC substrate, fluorescence; AID 651958, 2012; inhibition, % at 11.5 µM; Crimean-Congo hemorrhagic fever virus L polyprotein viral ovarian tumor (vOTU) protease …; hit rate 0.55% among 370,000; also: 0% = vehicle wells with enzyme and 100% = no enzyme wells
# Mtb BioA inh = M. tuberculosis BioA enzyme inhibitors, primary screen, biochemical, plate reader, single point, HTS | purified M. tuberculosis BioA enzyme | inhibition, % at 9.99 µM | AID 602481, 2012 | hit rate 0.096% among 360,000 | 7,8-diaminopelargonic acid synthase BioA (Mycobacterium tuberculosis); in the data active = inhibition above about 40%; inconclusive = no clear call, values can overlap the other calls
# GDH-TPI counter = GDH-TPI coupling enzyme inhibitors, primary screen, artefact control for M. tuberculosis FBA inhibitor project, biochemical, absorbance, full deck; GDH-TPI coupled enzyme counterscreen, NADH absorbance; inhibition, % at 4.8 µM; hit rate 1.2% among 360,000; AID 588335, 2011;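 also: 0% = DMSO wells and 100% = wells lacking the enzyme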
# Starred values were filed as active, the others as inactive; ? = inconclusive; . = no result given. Rule as the data show it, unless noted: active = inhibition above about 30%; inactive = the rest.
SMILES,Rv3671c protease,Mtb UGM inh,DUSP3 inh,BoNT-F LC inh,FadD28 FP inh,Mtb FBA inh,MazF activator,CCHF vOTU inh,Mtb BioA inh,GDH-TPI counter
CCC1(O)c2ccccc2-c2ncccc21 (stereo not given),7,1.5,24,13,-4.2,1,-4,1,0.5,7
CCOC(=O)c1c(N)sc(C(=O)N2CCCCCC2)c1C,-5,-1.5,34,-11,-2.6,7,-4,17,0.2,1
CN1CCN(S(=O)(=O)c2ccc(N3CCN(c4ccccc4O)CC3)c([N+](=O)[O-])c2)CC1,.,.,.,?,-0.9,1,-6,13,1.7,-11
COCCn1c(C)cc(C2=NNC(=Nc3ccc(Cl)cc3Cl)SC2)c1C,-2,2.7,24,-12,-3.5,-5,8,5,0.8,2
O=C(Cn1c(=O)c2cccn2c2cccnc21)N1CCN(c2ccccc2F)CC1,-1,1.6,13,-1,-2.6,3,-2,-2,-0.7,13
O=C(Nc1cccc2cccnc12)c1cccc2ccccc12,-23,-3.3,24,-20,-5.1,1,0,-7,-1.0,7
Cc1nc(C)c(C(=O)O)c(-c2cccs2)c1C(=O)O,2,-3.0,14,?,-2.2,0,8,-13,0.7,5
O=C(O)C1=CC2C=C(Cl)C=CC2OC1=O (stereo not given),.,.,.,2,-1.3,12,8,9,-0.7,5
COc1ccc(OCCCC(=O)Oc2ccc(OC)cc2)cc1,0,1.5,-9,6,1.3,2,-16,20,-2.6,8
Cc1cccc(/C=N/NC(=O)c2cccc([N+](=O)[O-])c2)n1,7,-0.8,-1,-9,-4.4,-2,-8,1,.,-1
c1ccc(Sc2nc(N3CCCCC3)nc(N3CCCCC3)n2)nc1,-13,4.4,-13,4,-4.3,-3,-3,13,-0.4,4
Oc1ccccc1-[n+]1c(-c2ccccc2)cc(-c2ccccc2)cc1-c1ccccc1,4,-1.3,.,-3,-2.2,-2,6,14,0.1,17
COC(=O)[C@@]1(Cc2ccc(F)cc2)[C@H]2c3cc(C(=O)N(C)C)n(CCSCCO)c3C[C@H]2CN1C(=O)c1ccccc1,0,2.1,-7,.,.,.,6,14,.,.
CCOc1ccc(Cl)cc1-c1cc(C(=O)Nc2ccc(C(C)C)cc2)[nH]n1,.,.,.,5,-3.2,-3,.,18,-0.1,-5
Cc1ccc(S(=O)(=O)N(C)C[C@@H]2Oc3c(NS(C)(=O)=O)cccc3C(=O)N([C@H](C)CO)C[C@@H]2C)cc1,9,0.1,.,-1,-3.6,2,8,21,-0.7,-16
CCn1c(-c2ccc(C)cc2)n[nH]c1=S,-6,-1.4,23,5,0.2,6,-5,7,-0.1,11
O=C(O)CCC(=O)N(Cc1cccnc1)Cc1cccc(F)c1,2,0.6,-5,10,-2.6,0,-8,-5,-0.2,3
Cc1oc2nc(SCCCC(=O)NCCCO)nc(N)c2c1C,14,-1.1,-5,-30,-1.9,1,-12,3,-1.0,-5
O=C(O)c1cccc(N2C(=S)N=C(Nc3ccccc3)C23CCCCC3)c1,-8,-2.3,24,2,-3.6,-6,0,-4,.,-9
O=C(O)c1ccc(COc2ccc([N+](=O)[O-])cc2Cl)cc1,.,.,.,2,-2.1,-3,7,0,0.0,15
CC1(C(=O)Nc2ccc3c(c2)OCCO3)CCN1Cc1ccc2ccccc2c1 (stereo not given),.,.,.,0,-1.9,3,.,2,-1.2,12
CCc1cc(Br)ccc1N1C(=O)C2CC=CCC2C1=O (stereo not given),-1,-0.1,0,4,-2.9,-3,3,1,0.4,-4
CC1CCCN(C(=O)CCNC(=O)c2ccccc2Cl)C1 (stereo not given),4,4.0,4,3,-0.9,-1,2,2,-0.1,5
CCN(CC)S(=O)(=O)c1ccc(N2CCOCC2)c(NC(=O)c2ccccc2F)c1,6,-1.8,23,1,-1.1,3,2,-7,.,0
Cc1cc(C(=O)N/N=C/c2c(C)[nH]n(-c3ccccc3)c2=O)n[nH]1,-13,-0.4,45,-2,-0.7,3,11,17,-7.6,15
CCOC(=O)c1c(CN2CCN(C)CC2)n(C)c2cc(Br)c(OC)cc12,0,-1.7,21,-12,-0.2,3,12,-11,.,3
CN(Cc1nccn1C)C(=O)CC1C(=O)NCCN1Cc1cccc(Oc2ccccc2)c1 (stereo not given),-1,2.3,35,-7,-2.5,-4,0,-3,-0.7,0
Cc1cc(C(=O)NNc2ccc(C)c(C)c2)no1,0,-0.2,13,0,-1.5,2,0,17,.,3
O=C(Nc1cccc(S(=O)(=O)N2CCCCC2)c1)c1ccc(N2CCCC2=O)cc1,1,-2.7,.,-9,-2.1,0,4,2,0.6,-3
CC1/C(=C\c2ccc(Cl)cc2)C(=O)C2CC1C2(C)C (stereo not given),5,-1.1,44,-7,-3.2,-1,4,8,-2.0,1
O=C(/C=C/c1cccnc1)c1cccc(O)c1,-3,-0.9,14,0,-0.5,-2,-6,8,0.4,13
CN(C)/C=N/c1nccc(-c2cccs2)n1,-1,.,12,-5,-1.1,21,-7,18,.,23
CCOC(=O)c1c(C)[nH]c(=S)c(C#N)c1-c1ccccc1,8,0.2,-8,-4,-1.8,1,-3,6,-1.9,7
Cn1cc(CN2CCN(c3ccccc3)CC2)c2ccccc21,2,-2.8,18,1,0.5,0,7,4,0.4,7
O=C(CNC(=O)c1ccc2c(c1)OCO2)N/N=C(Br)/C=C/c1ccccc1,-7,-0.8,-1,-2,1.7,0,5,11,-0.8,15
C/C(=N\NC(=O)c1cc2c(s1)CCC(C)C2)c1ccc[nH]1 (stereo not given),-13,-1.6,.,-2,-0.9,-2,5,21,-2.6,17
CC(=O)NS(=O)(=O)c1ccc(NC(=O)c2ccc(S(=O)(=O)N3CCCC3)cc2)cc1,0,-0.5,.,-11,0.1,4,3,11,0.2,1
CC(C)CCCCCCCCCCCCC(=O)NCC(=O)NC1C(O)C(O)C(Nc2ncnc3nc[nH]c23)OC1C(O)CO (stereo not given),.,.,.,-5,-2.7,5,-22,.,.,11
NC(=O)COC(=O)c1cc(=O)[nH]c2ccc(S(=O)(=O)Nc3ccc(F)cc3)cc12,-5,0.6,32,-2,.,-7,1,0,-1.5,7
NC(CCc1ccccc1)c1csc(Nc2ccccn2)n1 (stereo not given),.,.,.,-19,-4.1,-2,.,6,4.1,6
CC(/C=C/c1ccc(N(C)C)cc1)=N\N=C(/N)SC1CC(=O)N(c2ccc(C(=O)O)cc2)C1=O (stereo not given),0,-1.8,42,-9,-4.9,-3,34,-2,-2.8,3
O=C(NCc1ccco1)c1cccc2c1C(=O)c1ccc(N3CCC(N4CCCCC4)CC3)cc1S2(=O)=O,.,.,.,-7,-0.7,-12,-146,23,-5.7,10
Cc1cc(C)cc(NC(=O)CN2CCN(C(=O)c3cccs3)CC2)c1,-2,-0.7,.,1,-1.3,0,-10,-11,2.4,6
CCN(CC)CCCN(C)C(=O)Cn1nc(Cc2ccncc2)c2ccccc2c1=O,-1,-7.2,6,-8,0.3,4,6,-16,-0.7,-3
O=C(CSc1ccc(F)cc1)Nc1ccc(Br)cc1,1,-1.7,2,-6,-1.9,-2,0,2,.,7
C=Cn1ccnc1P(=S)(c1nccn1C=C)C1CCCCC1,4,4.1,12,-4,-1.0,-4,2,-1,0.1,1
O=C(Nc1ccc(N2CCOCC2)cc1)C1CCN(S(=O)(=O)c2ccc3c(c2)OCCO3)CC1,4,-0.5,16,5,-1.4,5,-9,-7,.,6
COc1ccc(OCC(=O)N2CCC(n3nccc3NC(=O)C3CC3)CC2)cc1,1,2.7,7,-3,-0.1,-1,8,-11,-0.2,3
CCc1ccc(NC(=O)c2n[nH]c(=O)c3ccccc23)cc1,-13,0.0,16,-14,-1.0,2,-8,-10,0.1,6
O=C(CCc1ccccc1)Nc1cc(Cl)ccc1O,2,-1.1,7,-6,-0.1,-3,-12,-10,.,-4

# The list goes on.
SMILES,Rv3671c protease,Mtb UGM inh,DUSP3 inh,BoNT-F LC inh,FadD28 FP inh,Mtb FBA inh,MazF activator,CCHF vOTU inh,Mtb BioA inh,GDH-TPI counter
CCc1ccccc1NC(=O)c1cnc2n(c1=O)CCS2,3,3.2,-5,-14,-2.0,0,10,0,0.4,19
CCc1nc2ccc(C(=O)NCCOc3ccc(OC)cc3)cn2c1N(C)C(=O)Cc1ccccc1,.,.,.,0,0.2,2,.,-5,0.6,4
COc1cc(C=O)ccc1Oc1nnnn1-c1ccc(C(N)=O)cc1,0,-1.0,19,-1,-1.0,1,-2,-6,0.1,2
CCC(C)(C)n1nnnc1C(c1ccccc1)N1CCN(C2CCCC2)CC1 (stereo not given),-1,-3.1,4,?,-3.0,-5,3,-1,-2.0,0
O=C(O)CSc1nnc(-c2ccc(Cl)cc2Cl)n1-c1ccccc1,7,-1.8,8,16,-2.4,0,2,-6,1.9,11
c1cncc(Nc2c3ccccc3nc3ccccc23)c1,7,1.5,3,10,-2.1,40*,-1,-31,-1.4,10
O=C(COc1ccc(Br)cc1Br)NNC(=O)c1cccs1,-10,-3.0,31,14,-0.9,0,8,-4,-1.8,3
CC(C)N(C)CCOC(=O)c1ccccc1Cl,-10,3.8,-7,-19,-0.1,-2,4,-3,.,12
COc1ccc(CN(Cc2nc3ccccc3c(=O)[nH]2)C(=O)c2ccco2)cc1,1,-0.3,39,-14,0.2,2,-17,-5,-1.6,-7
CCC(=O)c1ccc(OCC(O)CN2CCN(C(c3ccccc3)c3ccccc3)CC2)cc1 (stereo not given),5,-1.1,45,-16,-0.7,-1,2,-2,-1.6,4

# Entries of single compounds, looked up by structure. Order of screens: Rv3671c protease, Mtb UGM inh, DUSP3 inh, BoNT-F LC inh, FadD28 FP inh, Mtb FBA inh, MazF activator, CCHF vOTU inh, Mtb BioA inh, GDH-TPI counter
# CCc1ccccc1NC(=O)c1cnc2n(c1=O)CCS2 as listed: 3, 3.2, -5, -14, -2.0, 0, 10, 0, 0.4, 19
# O=C(O)CSc1nnc(-c2ccc(Cl)cc2Cl)n1-c1ccccc1 as listed: 7, -1.8, 8, 16, -2.4, 0, 2, -6, 1.9, 11
# CCC(=O)c1ccc(OCC(O)CN2CCN(C(c3ccccc3)c3ccccc3)CC2)cc1 (stereo not given) as listed: 5, -1.1, 45, -16, -0.7, -1, 2, -2, -1.6, 4
# CC(C)N(C)CCOC(=O)c1ccccc1Cl as listed: -10, 3.8, -7, -19, -0.1, -2, 4, -3, ., 12

# (listing goes on)
SMILES,Rv3671c protease,Mtb UGM inh,DUSP3 inh,BoNT-F LC inh,FadD28 FP inh,Mtb FBA inh,MazF activator,CCHF vOTU inh,Mtb BioA inh,GDH-TPI counter
O=C(CN1C(=O)C2CCCCC2C1=O)Nc1ccc(OC(F)F)c(Cl)c1 (stereo not given),-3,3.6,.,5,-1.9,-1,6,-7,1.0,3
COc1cc(OC)cc(-c2nc3nc(C)c(CCC(=O)O)c(C)n3n2)c1,-1,0.8,26,4,-3.8,-2,7,5,-1.1,-4
C/C(=N\NC(=O)c1nnn(-c2nonc2N)c1-c1cccs1)c1ccc(C)cc1,1,0.5,4,-1,-0.9,3,-8,-4,1.6,8
O=C(Nc1ccsc1C(=O)N1CCCCCC1)c1ccccc1,-1,-1.0,33,-2,-2.2,-2,-6,-6,0.7,2
O=C(CCS(=O)(=O)c1ccccc1)Nc1nncs1,7,2.7,7,7,0.0,1,12,4,0.5,-4
O=S(=O)(c1ccc(-c2ccon2)s1)N1CCN(c2ccccn2)CC1,1,0.5,6,3,-3.2,2,4,0,.,0
CC(C)(C)OC(=O)C1=C(CO)CS[C@@H]2[C@H](NC(=O)Cc3ccccc3)C(=O)N12,.,.,.,-1,-3.4,2,1,13,1.2,0

# From PubChem BioAssay
